FBPA coupling cs: inhibits coupling enzyme system, counter-screen for aldolase hits | coupling enzyme system counterscreen, AmpLite Red fluorescence | 0.67% of 290,000 active | activity change, negative = inhibition, % at 58.2 µM, hits read low; in the data active = activity change below about -30%; note: % is set by controls: 0 for no effect and ±100 for the full control effect
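First, compound is pin-transferred into glyceraldehyde-3-phosphate coupling-enzyme reagent at 57.5 uM final and held 10 min at RT. Next, substrate, coupling system and AmpLite Red are added. After 20 min RT, fluorescence (525/598 nm) is read.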
Giardia kill: Giardia lamblia killing. Giardia lamblia trophozoite viability. activity change, % at 7.66 µM, hits read low. AID 540267. 0.15% of 340,000 active; in the data active = activity change below about -80%; inconclusive = between about -30% and that limit;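 note: parasites exposed to compound for two days anaerobically before the ATP read; % is set by controls: 0 for no effect and ±100 for the full control effect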
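Luminescence from cellular ATP indicates surviving trophozoites (100 cells/well) following 48 hrs anaerobic compound treatment at 37 deg C; signal develops 15-30 min at room temperature.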
ASM inhibitor: blocks human secretory acid sphingomyelinase; AID 504937; 0.006% of 340,000 active; placental ASM, HMU-PC fluorogenic substrate, 60 min; P17405; Potency, µM (highest dose often 57.5 µM), inactives show top-dose activity change, negative = inhibition, hits mostly inhibitors; note: potency is the fitted concentration of half-maximal effect
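Steps: dispense placental human ASM, pin compound, wait 10 min at room temperature, add HMU-PC0 substrate at 9 uM final, incubate 60 min at 37 °C, add stop solution raising pH to 10, read fluorescence.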
PKM2 act: increases activity of human pyruvate kinase M2. P14618. purified PKM2, Kinase-Glo ATP luminescence, activation; response scale: 0% is enzyme alone, no compound. Potency, µM (top dose mostly 57.5 µM), for the others: at the top dose activation, most hits filed as activators. 0.34% of 260,000 active. AID 1631; note: potency is the fitted concentration of half-maximal effect; % is set by controls: 0 for no effect and ±100 for the full control effect; nearly all actives have a fitted effect of over 55% in size
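hPK-M2, >95% pure; 0.1 mM ADP / 0.5 mM PEP final; imidazole pH7.2 buffer w/ 7 mM MgCl2, 50 mM KCl; 1 h RT; Kinase-Glo lum. Intermediate enzyme activity for dual inhibitor/activator qHTS.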
TSG101-PTAP inh: blocks PTAP/TSG101 interaction to inhibit HIV-1 budding | Q99816 | Fluorescence polarization, FITC-PTAP peptide / Tsg101 binding | Potency, µM (titrated, usually from 115 µM), inactives show top-dose activity change, negative = inhibition, actives largely listed as inhibitors | 340,000 tested, under 10 active; active = well fitted inhibition curve with a large enough effect in the main read-out, with a control signal flat, not every such curve was filed as active; inconclusive = small, poorly fitted or top-dose-only effect, or effect the other way, or a change in a side signal; inactive = no such curve, though single readings can be large or run the other way; note: potency is the fitted concentration of half-maximal effect; % of control where 0% means no effect
Target sequence (Q99816 whole entry, looked up): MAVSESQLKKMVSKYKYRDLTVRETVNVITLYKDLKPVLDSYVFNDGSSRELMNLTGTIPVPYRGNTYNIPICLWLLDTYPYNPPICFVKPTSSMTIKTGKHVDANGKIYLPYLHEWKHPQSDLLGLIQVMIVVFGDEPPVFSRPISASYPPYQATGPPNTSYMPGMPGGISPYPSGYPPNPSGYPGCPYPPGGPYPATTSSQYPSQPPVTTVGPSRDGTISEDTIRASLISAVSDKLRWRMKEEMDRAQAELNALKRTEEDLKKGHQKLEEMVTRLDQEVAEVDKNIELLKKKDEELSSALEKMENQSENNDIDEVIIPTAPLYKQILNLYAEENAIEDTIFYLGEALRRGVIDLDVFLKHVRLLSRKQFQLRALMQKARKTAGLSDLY
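FP read-out: FITC-PTAP peptide, 50 nM final, binding Tsg101 binding domain, 10 uM final; 20 min, r.t.; 10 mM HEPES pH 7.5, 0.15 M NaCl, 0.01% Tween 20, 3 mM EDTA, 0.1 mM TCEP.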
B2AR arrestin: agonists driving beta-arrestin recruitment to human beta2-adrenergic receptor | P07550 | AID 492947 | Potency, µM (top dose mostly 46.1 µM), for the others: at the highest dose activation, hits mostly activators | 0.02% of 330,000 active | beta-arrestin recruitment to beta2AR, cell-based reporter;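 note: potency is the fitted concentration of half-maximal effect; 0% = DMSO controls and full agonism = EC100 isoproterenol or metaproterenol; nearly all actives have a fitted effect of over 65% in size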
GALK inh: blocks human galactokinase activity | P51570 | Purified GALK, Kinase-Glo residual ATP luminescence | Potency, µM (top dose mostly 57.5 µM), for the others: at the top dose activity change, negative = inhibition, actives largely listed as inhibitors | 0.007% of 270,000 active | AID 1868; note: potency is the fitted concentration of half-maximal effect; % is set by controls: 0 for no effect and ±100 for the full control effect
Target sequence (P51570 whole entry, looked up): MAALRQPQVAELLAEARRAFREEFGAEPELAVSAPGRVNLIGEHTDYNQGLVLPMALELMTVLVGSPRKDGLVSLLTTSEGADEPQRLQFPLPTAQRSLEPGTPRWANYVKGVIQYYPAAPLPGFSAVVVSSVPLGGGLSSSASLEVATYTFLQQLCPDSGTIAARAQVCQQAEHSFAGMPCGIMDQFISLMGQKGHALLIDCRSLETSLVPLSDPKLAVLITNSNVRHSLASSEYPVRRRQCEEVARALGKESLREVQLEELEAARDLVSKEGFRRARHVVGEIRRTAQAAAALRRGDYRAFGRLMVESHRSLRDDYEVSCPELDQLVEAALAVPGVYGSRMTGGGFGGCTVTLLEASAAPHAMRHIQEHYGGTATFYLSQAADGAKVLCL
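Kinase-Glo Plus luminescence measured ATP left after a 1 h room-temperature reaction. The reaction used 5 nM GALK, 100 uM galactose and 35 uM ATP at pH 8.0 (20 mM HEPES, 5 mM MgCl2, 60 mM NaCl, 1 mM DTT, 0.01% BSA).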
a7 integrin act: integrin-mediated muscular dystrophy alleviation activation; alpha7betagal myoblasts, beta-gal FDG fluorescence, 48 h; Potency, µM (highest dose often 38.3 µM), for the others: at the highest dose activation, usual class: activators; 0.064% of 350,000 active; AID 624291;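 note: potency is the fitted concentration of half-maximal effect; 100% = response of the positive control SU9516; nearly all actives have a fitted effect of over 60% in size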
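alpha7betagal+/- myoblasts (passage 13, 250/well) treated 48 h at 37C with compounds at 1:260 dilution of DMSO stock. Lysed, then beta-galactosidase activity read as FDG fluorescence (ex 480/em 540) after 30 min, with pre-read for autofluorescence.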
Tb PFK inh: inhibitors of T. brucei phosphofructokinase | AID 485367 | Potency, µM (series often up to 57.5 µM), for the others: at the top dose activity, negative = inhibition, most hits filed as inhibitors | O15648 | T. brucei PFK, ADP-Glo luminescence | 0.17% of 330,000 active;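 note: potency is the fitted concentration of half-maximal effect; 0% = uninhibited 1x PFK enzyme wells and -100% = no-enzyme wells; nearly all actives have a fitted effect of over 60% in size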
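Luminescent ADP detection (ADP-Glo, two-step: ATP depletion then ADP-to-ATP conversion for luciferase) reported PFK activity after 45 min room-temperature reaction of 1.25 nM enzyme with 0.5 mM F6P and 0.1 mM ATP at pH 8.0.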
Chronic BCR inh: inhibitors of chronic active B-cell receptor signaling; ABC-DLBCL IkBa-CBG/CBR reporter, luminescence ratio, 4 h; Potency, µM (titrated, usually from 46.1 µM), for the others: at the highest dose ratio change, negative = lower green/red ratio, usual class: inhibitors; 0.05% of 340,000 active; active = well fitted inhibition curve with a large enough effect in the signal ratio, with a control signal flat, not every such curve was filed as active; inconclusive = small, poorly fitted or top-dose-only effect, or effect the other way, or a change in a side signal; the % refers to the signal ratio;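 note: potency is the fitted concentration of half-maximal effect; plate controls were basal doxycycline-induced cells for no effect and cells given 10 µM MG132 for full effect; MG132 reads +100%, hits lower the ratio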
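TMD8 ABC-DLBCL cells carrying doxycycline-inducible green luciferase fused to IkappaBalpha plus unfused red luciferase were exposed to compounds (up to 46 uM) for 4 hrs at 37C. Activity came from the overlap-corrected green/red luminescence ratio.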
Menin MLL FP TR: menin-MLL binding inhibition, Texas Red mutant peptide; O00255; Menin + Texas Red MLL mutant peptide, fluorescence polarization; Potency, µM (doses to about 61.6 µM), inactives show at the highest dose FP activity change, negative = inhibition, hits mostly inhibitors; 0.23% of 270,000 active; AID 1768; active = well fitted inhibition curve with a large enough effect in the polarisation, with a control signal flat, not every such curve was filed as active; inconclusive = small, poorly fitted or top-dose-only effect, or effect the other way, or a change in a side signal; inactive = no such curve, though single readings can be large or run the other way; the % refers to the polarisation; note: potency is the fitted concentration of half-maximal effect; % of control where 0% means no effect; many of its hits are not listed in these tables
* = called active by the depositor; i = inactive; u = inconclusive; x = no result given; [ ] = dose if it differs, or a comment. Unless noted, calls come from the whole dose curve; as a rule, active = well fitted curve in the direction sought with a large enough effect; inconclusive = small, poorly fitted or top-dose-only effect, or another doubt; inactive = no such curve, though single readings can be large; an effect the other way counts as inactive or inconclusive. This is a subset. The share of hits here may be higher or lower than overall.

SMILES | FBPA coupling cs | Giardia kill | ASM inhibitor | PKM2 act | TSG101-PTAP inh | B2AR arrestin | GALK inh | a7 integrin act | Tb PFK inh | Chronic BCR inh | Menin MLL FP TR
Cc1ccnc(NC(=O)Nc2cccc(F)c2)c1 | 0.0 | 1.9 | -0.3% | -12.5% | 0.9% | 0.1% | -2.3% | 4.1% | -0.1% | u | 3.2%
CCC(C)(C(=O)NC1CCCC1)N(C(C)=O)c1ccc(C)cc1 (centres undefined) | 2.1 | -19.8 | 6.1% | -3.9% | -10.9% | -0.5% | -0.2% | 1.7% | 0.6% | 10.1% | -5.2%
O=C(Nc1nc2ccccc2c2nc3ccccc3n12)c1ccc(F)cc1 | 1.2 | x | x | -9.0% | x | -0.9% | -5.3% | x | 1.0% | -0.4% | -4.2%
Cc1ccc(-c2nc(C3CCCN(S(=O)(=O)c4ccc(C)cc4)C3)no2)cc1 (centres undefined) | -2.0 | 19.3 | -10.1% | -8.5% | -2.6% | 0.5% | -0.1% | 2.3% | -1.3% | 1.4% | -0.6%[11.7 µM]
O=C(Cc1ccccc1[N+](=O)[O-])NCc1ccc(Cl)cc1 | -0.6 | -1.5 | -0.1% | -0.4% | -5.6% | -0.2% | x | 13.7% | -7.7% | -0.3% | 3.1%
COc1ccc(CN=C(NS(=O)(=O)c2cccs2)SC)cc1 | 0.5 | -8.6 | 1.0% | -2.7% | 1.9% | -0.9% | 0.0% | 5.5% | 0.2% | -0.8% | 4.1%
O=C(Nc1cccc(-n2cccn2)c1)C1CCCN(Cc2cccc(F)c2F)C1 (centres undefined) | x | 4.5 | x | -0.4% | -0.6% | -0.8% | 6.9% | -18.5% | 0.3% | -13.0% | x
FC(F)(F)c1cccc(NC(=S)N2CCCCCC2)c1 | -9.0 | 20.0 | -2.0% | -5.3% | 0.8% | 0.0% | 0.6% | 1.6% | -1.1% | -4.6% | 32.0%[activator]
CN(C)C(=O)c1ccc(=O)n(Cc2ccc(Cl)cc2Cl)c1 | 4.4 | 12.2 | 2.4% | x | -1.9% | 0.1% | 3.1% | 3.4% | 6.4% | -1.6% | -10.8%
O=C(CCc1ccc(S(=O)(=O)NCc2ccccc2)cc1)NCc1ccco1 | -1.2 | -1.9 | -0.9% | 2.2% | -0.8% | -0.9% | x | -8.9% | -11.9% | 3.9% | 0.2%
CC(=O)Nc1ccc(S(=O)(=O)N[C@@H](C)C(=O)NC2CCCc3ccccc32)cc1 (some centres undefined) | x | u | 7.4% | x | -1.9% | -1.0% | x | 9.0% | 6.9% | 1.2% | x
CN1CCN(c2ccc(NC(=O)c3ccc(C(F)(F)F)cc3)cn2)CC1 | -0.3 | -14.1 | 2.2% | -0.2% | -7.7% | -0.4% | 5.4% | u | 0.4% | 1.9% | -8.8%
Cc1ccccc1N1CCN(Cc2c[nH]c3ccccc23)CC1 | 1.5 | -11.7 | 2.3% | 6.9% | -3.4% | 0.2% | 2.5% | -43.7%[inhibitor] | -5.4% | 1.3% | 2.4%
CCN(CC)S(=O)(=O)c1ccc2c(c1)c(=O)c(C(=O)N1CCN(c3ccccc3)CC1)cn2C | 2.2 | -11.6 | 2.3% | 6.1% | -7.6% | -0.2% | 0.5% | 21.5% | 0.6% | u | -1.1%
CCN(CC)CCN1C(=O)c2ccccc2NC1c1cccc(F)c1 (centres undefined) | -0.1 | 18.7 | 157.0%[activator] | 3.3% | -0.6% | 0.4% | 4.8% | 7.5% | -1.3% | 0.2% | 1.5%
COc1ccc(CCNC(=O)C2CCN(S(=O)(=O)c3ccc(OC)cc3)CC2)cc1 | 2.0 | 4.6 | -1.0% | 1.6%[11.5 µM] | 2.0% | 0.3% | -9.9% | 5.5% | 4.4% | 1.7% | -0.4%
O=C(Nc1ccccc1F)c1cc(S(=O)(=O)N2CCCCC2)cs1 | -1.7 | 18.3 | 0.7% | 11.4% | -4.7% | 0.4% | 0.1% | 3.8% | -0.5% | -2.6% | -1.1%
Cc1cc(C)cc(NC(=O)C(Sc2nnc(C)c(=O)[nH]2)c2ccccc2)c1 (centres undefined) | 9.7 | 29.3 | 2.0% | -1.4% | -5.5% | -0.1% | -0.7% | 24.4% | 2.4% | 0.2% | x
CCc1nn(C(C)C(=O)NC2CCCCCC2)c(=O)c2cc3occc3n12 (centres undefined) | x | 15.8 | 44.8% | x | -2.4% | 0.2% | -6.8% | 6.3% | 1.8% | -5.2% | x
Cc1ccccc1NC(=O)Cn1nnc(-c2ccc(CN3CCC(C)CC3)cc2)n1 | 2.1 | 5.0 | -3.2% | 6.6% | -1.9% | 0.2% | 5.9% | 8.7% | 1.7% | -4.7% | x
C=CCn1c(=O)c2ccc(C(=O)NCc3ccccc3)cc2n(Cc2ccccc2Cl)c1=O | -0.3 | -0.4 | 0.0% | 1.2% | -0.6% | -0.2% | 1.6% | -5.7% | -10.5% | 0.9% | 10.6%
O=C(NCc1ccc(Cl)cc1)C(=O)NCC1CCCN1S(=O)(=O)c1cccs1 (centres undefined) | x | 0.5 | -1.6% | x | -1.5% | -0.5% | x | 8.7% | u | u | x
CC(C)N(C(=O)CSc1nnc(NC(=O)c2ccco2)s1)C(C)C | 6.0 | -19.0 | -1.6% | x | 1.5% | 0.1% | 8.0% | -10.7% | -5.3% | 8.0% | -2.3%
COc1ccccc1NS(=O)(=O)c1cccc(NC(=S)NCCN2CCOCC2)c1 | -0.3 | -11.5 | 2.8% | -0.5% | -2.0% | -1.9% | 1.0% | -8.0% | -2.4% | -5.5% | -4.2%
C/C(=N\NC(=O)CCc1ccccc1)C1C(=O)c2ccccc2C1=O | -0.4 | -21.1 | -2.4% | 2.1% | 0.6% | -0.1% | 0.9% | -37.4% | 0.0% | u | u
CCN(CC)CCNc1cc(C)c(C#N)c2nc3ccccc3n12 | -0.7 | 8.7 | i | -3.1%[11.5 µM] | -0.6% | 0.0% | -6.3% | -4.0% | 11.8% | u | -5.2%
O=C(CSc1ccc2c(c1)OCCO2)NCc1ccccc1 | 2.3 | -5.7 | 6.2% | 5.1% | -2.1% | 0.2% | 5.4% | 0.0% | -3.7% | 7.0% | -16.8%
Cc1cccc(N(C)Cc2nnc(-c3cccc(Br)c3)o2)c1 | 1.9 | 4.4 | -8.2% | x | -0.6% | 0.4% | x | -3.8% | -10.1% | -1.1% | -1.5%
O=C(c1cnccn1)N1CCN(S(=O)(=O)c2ccc3ccccc3c2)CC1 | 3.7 | -20.1 | -1.3% | -0.2% | -2.9% | 0.3% | -0.5% | -20.2% | -0.9% | u | x
Cc1csc2ncc(C(=O)Nc3ccc4c(c3)OCCO4)c(=O)n12 | 3.1 | 6.6 | 6.5% | 5.0% | -7.6% | 0.0% | 0.5% | 13.0% | -1.7% | -4.3% | -25.8%
C=CCn1c(SCc2ccc(C(=O)OC)cc2)nnc1-c1sc(N)nc1C | -0.1 | 4.1 | 1.6% | -16.9% | -1.4% | -0.3% | x | -7.1% | 0.5% | -1.3% | -1.7%
CCOCCCNC(=O)C1CC(=O)N(CCc2ccccc2)C1 (centres undefined) | 0.9 | u | -0.1% | x | 0.6% | 0.2% | 3.0% | 11.7% | 1.2% | u | -11.8%
c1ccc(COc2ccc(CNn3cnnc3)cc2)cc1 | -4.2 | 10.5 | -1.9% | -14.5% | 1.4% | 0.3% | 0.2% | -0.9% | 13.5% | u | -2.1%
CCN(CC(=O)Nc1c(F)cccc1F)C(=O)CNC(=O)c1sc2ccccc2c1Cl | x | -3.5 | -3.8% | x | -4.2% | -0.3% | x | 2.6% | -7.7% | u | x
COc1ccc(C(=O)Nc2ccc(C3CC3(Cl)Cl)cc2)cc1 (centres undefined) | -4.8 | -19.7 | -1.6% | -0.8% | -0.6% | -0.3% | -2.4% | 21.7% | -3.3% | u | u
Cc1nc2c(ncn2-c2ccccc2)c(=O)n1NC(=O)CN1CCN(C)CC1 | 6.6 | -8.2 | -2.3% | 0.7% | -2.5% | -0.3% | -0.1% | 17.7% | 0.6% | 2.0% | x
CCOC(=O)/C(C#N)=C/c1c(N2CCN(CC)CC2)nc2c(C)cccn2c1=O | 0.0 | -16.4 | -4.2% | x | -5.3% | 0.2% | x | 22.5% | -8.8% | -2.8% | -13.4%
COc1cccc2c(=O)cc(C)n(CC(=O)Nc3ccc(Br)cc3)c12 | 2.9 | 14.5 | -8.5% | -0.2% | -0.5% | -0.4% | -0.3% | 1.0% | 1.0% | 6.1% | x

Compound activity (PubChem BioAssay)
